MLLE-PAM2 inh: blocks PAM2 peptide binding to the PABP1 MLLE domain; P11940; GST-MLLE / FITC-PAM2 fluorescence polarization; inhibition, % at 20 µM; actives 0.36% (n = 360,000); AID 588489; in the data active = inhibition above about 35%, passing the limit was not always enough;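 note: plate controls were DMSO wells with GST-MLLE for no effect and wells lacking GST-MLLE protein for full effect; some results filed as inactive read as strong as hits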
CendR NRP1 mod: alters CendR peptide binding to human NRP-1 | O14786 | FAM-RPARPAR peptide binding to NRP-1, fluorescence polarization | inhibition, % at 25 µM | actives 0.85% (n = 360,000);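 active = inhibition or corrected inhibition above about 18%, plus a signal ratio from 0.5 to 1.5, limit read from the data, passing the limit was not always enough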; note: strong numbers were not always called active
Target sequence (O14786 whole entry, looked up): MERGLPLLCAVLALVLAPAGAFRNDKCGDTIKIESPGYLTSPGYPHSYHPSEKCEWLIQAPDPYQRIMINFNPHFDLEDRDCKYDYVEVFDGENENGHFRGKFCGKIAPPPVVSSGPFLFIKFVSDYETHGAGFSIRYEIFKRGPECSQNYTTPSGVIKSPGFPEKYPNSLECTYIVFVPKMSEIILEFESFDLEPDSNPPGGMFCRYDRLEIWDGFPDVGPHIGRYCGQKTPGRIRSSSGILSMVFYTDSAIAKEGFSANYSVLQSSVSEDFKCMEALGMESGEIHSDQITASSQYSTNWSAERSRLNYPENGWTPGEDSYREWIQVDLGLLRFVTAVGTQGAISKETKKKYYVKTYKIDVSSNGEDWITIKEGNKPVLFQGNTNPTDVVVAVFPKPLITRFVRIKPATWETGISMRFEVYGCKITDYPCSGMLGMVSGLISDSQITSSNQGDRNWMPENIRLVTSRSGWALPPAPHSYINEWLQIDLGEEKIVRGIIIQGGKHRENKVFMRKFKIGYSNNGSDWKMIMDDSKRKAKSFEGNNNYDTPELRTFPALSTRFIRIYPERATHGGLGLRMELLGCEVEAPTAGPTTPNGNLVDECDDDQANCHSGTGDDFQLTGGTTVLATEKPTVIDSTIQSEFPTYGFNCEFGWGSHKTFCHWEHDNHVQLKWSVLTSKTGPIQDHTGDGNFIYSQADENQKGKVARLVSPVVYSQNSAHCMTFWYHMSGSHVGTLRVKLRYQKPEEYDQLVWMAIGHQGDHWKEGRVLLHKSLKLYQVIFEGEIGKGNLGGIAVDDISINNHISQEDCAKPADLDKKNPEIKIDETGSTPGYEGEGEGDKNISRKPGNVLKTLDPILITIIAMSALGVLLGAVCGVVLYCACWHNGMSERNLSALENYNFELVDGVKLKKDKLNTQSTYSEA
Tb MetRS inh: Trypanosoma brucei MetRS inhibition; purified T. brucei MetRS, ATP depletion, Kinase-Glo luminescence; inhibition, % at 11.9 µM; actives 0.4% (n = 360,000); AID 624268;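 active = inhibition above a per-plate cutoff of the control wells' mean inhibition plus 3 SD, cut at about 5.5% in these data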;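 note: 0% = DMSO wells median and 100% = median of wells with control inhibitor compound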
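assay system = parasite MetRS enzyme | timing = 15 min preincubation, 2 h reaction, all 25 °C | evaluation = percent inhibition relative to median high and low control wells | medium = HEPES buffer containing pyrophosphatase, BSA, spermine, DTT | compound = single dose, 11.9 µM final nominal, 0.9% final DMSO | detection = Kinase-Glo luminescence, ATP depletion format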
MsrA act: activators of bovine methionine sulfoxide reductase A | purified bovine MsrA, absorbance read-out | activation, % at 10.6 µM | actives 0.3% (n = 360,000) | AID 602163; in the data active = activation above about 7.5%;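 note: 0% = vehicle and 100% = reference activator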
eLon inh: inhibits E. coli Lon protease. purified E. coli Lon protease, fluorescence polarization. inhibition, % at 7.94 µM. AID 602123. actives 0.42% (n = 360,000); in the data active = inhibition above about 13%, passing the limit was not always enough;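 note: 0% = enzyme with probe and DMSO and 100% = no enzyme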
MsrA inh: bovine MsrA inhibition. inhibition, % at 15.5 µM. actives 0.75% (n = 360,000). purified bovine MsrA, absorbance read-out. AID 651718; in the data active = inhibition above about 4.5%;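 note: 0% = vehicle wells with enzyme and 100% = reference inhibitor wells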
SKN-1 block: inhibitors of C. elegans SKN-1. C. elegans VP596 Pgst-4::GFP/RFP ratio, acrylamide-induced, 24 h. inhibition, % at 21.8 µM. actives 0.49% (n = 360,000);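 active = interference check ratio from 0.5 to 1.5 plus GFP to RFP signal ratio inhibition reaching or exceeding a fixed threshold, cut at about 30% in these data, passing the limit was not always enough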; note: some compounds called inactive have numbers as strong as hits
MT1-MMP act inh: inhibitors of human MT1-MMP activation; HT1080 RFP-PRO-GFP cells, GFP/RFP ratio fluorescence, overnight; percent of plate control window, DMSO zero; P50281; actives 0.061% (n = 360,000); GFP/RFP ratio change, % at 20 µM;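 active = GFP/RFP ratio change of at least 30% with cell ATP level not reduced by more than half and red fluorescence within 50% of control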; note: strong numbers were not always called active
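Assay system: HT1080 RFP-PRO-GFP cells | Dosing: 20 µM single dose, 1% DMSO | Incubation: Cells overnight before dosing, compound overnight, 37 °C, 5% CO2 | Evaluation: GFP/RFP fluorescence ratio | Control set: DMSO-only wells and HT1080 RFP-L50D-GFP cell wells as references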
FAS TE block: inhibitors of human fatty acid synthase thioesterase domain; P49327; recombinant FAS-TE, OMFH fluorogenic substrate, fluorescence endpoint; inhibition, % at 15 µM; actives 0.67% (n = 360,000); AID 602261;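 active = compounds whose normalised, plate-corrected inhibition of enzyme fluorescence in the single-dose primary screen is 50% or more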;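 note: 0% = DMSO with enzyme and 100% = substrate without enzyme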
The depositor's hits bear a star; / = not tested or not shown. Only part of the results is shown, so the mix of outcomes need not match the whole.

SMILES	MLLE-PAM2 inh	CendR NRP1 mod	Tb MetRS inh	MsrA act	eLon inh	MsrA inh	SKN-1 block	MT1-MMP act inh	FAS TE block
Cc1nc2c(-c3ccccc3)c(C)nn2c(C)c1CCC(=O)N1CCC2(CC1)OCCO2	0	-4	-0.7	-4	-4	-1.0	6	1	-5
O=c1[nH]c2ccccc2n1C1CCN(C(c2cc3ccccc3o2)c2nnnn2-c2ccc3c(c2)OCCO3)CC1 (configuration not stated)	-12	1	-0.5	-1	-1	1.2	-1	-31	66*
C(CCc1nn[nH]n1)CCc1nn[nH]n1	-1	-4	-0.9	-9	-9	-0.7	2	-1	-15
COc1ccc(NC(=S)NC(NC(=O)CF)C(Cl)(Cl)Cl)cc1[N+](=O)[O-] (configuration not stated)	38	5	0.0	-3	6	-0.1	-12	0	-10
O=C(Cc1ccccc1)N1CCN(CCCc2ccccc2)CC1	-1	-4	-0.1	5	-10	-0.6	-22	1	-2
CC1c2ccccc2-n2nncc2CN1C (configuration not stated)	8	2	0.1	-4	-3	1.3	0	2	-7
COc1ccc2[nH]c3c(c2c1)CCNC3	-11	-20	0.4	-2	-4	1.1	0	2	-3
O=C1C2CCCN2C(c2cccnc2)N1c1ccc(Cl)cc1 (configuration not stated)	9	6	-0.8	1	-6	1.3	0	1	-2
Cc1noc(C)c1C(=O)N1CCC2(CC1)OCCO2	-1	-4	0.1	0	-6	0.4	-21	0	-3
CC(C)Oc1cccnc1N(C)C1CCN(Cc2ccccc2)CC1	6	5	-0.3	-1	1	1.4	-9	2	4
CCOP(=O)(OCC)C1(C(=O)O)CCCC1	-2	2	-0.5	-1	9	-0.7	4	0	-5
Cc1cc(OC(C)C(=O)NCC(O)c2ccccc2)c2c3c(c(=O)oc2c1)CCC3 (configuration not stated)	-2	-16	-0.1	-8	-3	0.1	-2	6	5
O=C(Oc1c(Cl)cc(Cl)c2ccccc12)N1CCCCC1	5	-7	-1.3	-13	-9	-0.1	-9	0	20
COCCNC(=O)c1ccc(N2CC3CC(C2)c2cccc(=O)n2C3)c([N+](=O)[O-])c1 (configuration not stated)	-2	-1	0.7	-4	-2	0.1	5	1	-9
COc1ccccc1NC(=O)c1cn(CCC#N)nc1-c1ccc(F)cc1	-5	2	-1.5	-7	1	-0.6	12	2	3
CN(C)P(=O)(CCl)Nc1ccccc1 (configuration not stated)	10	1	-0.5	-1	-13	-0.3	-7	-14	-11
COc1cccc(-n2c(O)c(C=NCc3ccc4c(c3)OCO4)c(=O)[nH]c2=O)c1	9	-10	-0.4	0	14	0.3	2	1	-7
O=c1[nH]c(=S)n(CCC2=CCCCC2)c(O)c1C=NC1CCN(Cc2ccccc2)CC1	0	-25	-0.1	-10	-10	1.4	9	5	6
O=C(COc1ccc(Br)cc1)N1CCN(Cc2ccc3c(c2)OCO3)CC1	-11	-8	1.2	-4	5	-0.1	9	-4	2
N#Cc1c(Br)n(C2OC(CO)C(O)C2O)c2ncnc(N)c12 (configuration not stated)	12	0	-0.2	0	8	-0.1	18	11	-10
C[C@@H]1COc2cc(N3CCN(C)CC3)ccc2S(=O)(=O)N1	/	9	0.0	0	-6	0.4	4	3	-6
Cc1ccc(-n2c(=S)[nH]c3ccccc3c2=O)cc1C	8	4	-0.1	-2	-6	-0.1	-7	1	-3
Clc1ccccc1CN1CCN(c2cccc3[nH]ccc23)CC1	-9	5	-0.7	-5	4	/	12	2	6
CCCCn1c(N)c(C(=O)NCCN2CCOCC2)c2nc3ccccc3nc21	-23	-14	-0.7	-3	-18	1.8	3	-5	3
COc1ccc(N=Nc2c(O)[nH]c(=S)[nH]c2=O)cc1	-99	-70	-0.6	-4	-66	0.0	26	3	-8
CN1c2ccccc2Oc2ccccc21	-7	-9	-0.8	-5	-8	0.3	20	-2	7
Cc1ccc2cc3cc(C(=O)N4CCC5(CC4)OCCO5)oc3nc2c1	-4	-2	-1.1	-8	4	0.3	-24	0	-7
CCCC[N+]12CCC(CC1)C(C(O)(c1ccccc1)c1ccccc1)C2 (configuration not stated)	-107	10	-0.4	-5	9	-0.1	-17	-5	-4
COc1cc(O)c2c(c1)/C=C/C[C@H](O)[C@H](O)C(=O)CCC[C@H](C)OC2=O	3	-6	0.3	0	6	1.2	-1	-28	-1
CCC(C)c1cnc(CC(C)C)c(=O)n1O (configuration not stated)	13	-3	-0.5	-4	-4	-0.4	-2	3	2
C=C(C)[C@@H]1C2C(=O)O[C@H]1[C@H]1OC(=O)[C@@]34OC3C[C@]2(O)[C@@]14C (some centres not stated)	-2	9	-1.9	-8	1	-1.6	-9	6	-2
COC(=O)[C@@H]1C[C@]2(C(=O)O)c3ccccc3N(OOSc3ccccc3)[C@@H]2N1C(=O)OC	24	2	-0.1	0	-5	0.1	-1	0	-11
OCC(Br)CBr (configuration not stated)	6	-14	-0.5	-6	1	0.4	-14	-1	-1
CN(C)c1ccc(NC(=O)CN2C(=O)CN=C(c3ccccc3)c3cc(Cl)ccc32)cc1	1	-10	0.4	-4	0	0.1	-3	6	5
COc1ccc(-n2c(CN3CCOCC3)nc3ccccc3c2=O)c(OC)c1	-1	11	-0.8	-5	0	0.7	22	0	-7
FC(F)(F)c1ccc(CNCCc2c[nH]c3ccccc23)cc1	13	3	-0.9	-5	0	0.7	11	1	-1
CN(C)S(=O)(=O)c1cc(NC(=O)COC(=O)Cc2ccccc2)ccc1Cl	7	19	-0.4	-10	-3	-0.9	4	-3	-2
CCN(CC)CCN=Cc1c(O)n(C2CCCCCC2)c(=O)[nH]c1=O	-34	-35	-0.3	-4	-20	0.8	14	-1	-1
COC(=O)C1=C(N)Oc2cc(C)oc(=O)c2C12C(=O)Nc1ccccc12 (configuration not stated)	2	-5	-0.4	-1	7	-0.7	-3	-4	0
Cc1ccsc1CNCCc1ccc(F)cc1	-5	6	-1.1	-7	10	-0.6	12	-3	-4
O=C1N(c2nncs2)CCN1[N+](=O)[O-]	3	-1	-0.3	0	-4	0.1	11	-2	2
CC/C(=N\Nc1ccccc1)c1c(O)n(C)c(=O)n(C)c1=O	13	4	-1.6	-7	2	-0.1	7	2	-6
C[C@]12CCC(=O)C[C@@H]1CC[C@@H]1[C@@H]2CC[C@]2(C)[C@@H](O)CC[C@@H]12	-7	7	-0.2	-2	1	-0.7	5	1	3
C=CCN(CC=C)C(=O)CCN1CC1C (configuration not stated)	4	0	-0.2	-2	-7	0.0	10	5	-6
CNS(=O)(=O)c1ccc(-c2ccc(C=C3C(=O)NC(=O)NC3=O)o2)cc1	-23	-35	0.0	-4	-20	1.3	26	1	-4
CCCc1[nH]nc2c1C1(C(=O)N(Cc3ccccc3)c3ccccc31)C(C(=O)OC)=C(N)O2 (configuration not stated)	3	-15	-0.4	-1	9	-0.3	11	0	9
CC(=O)OC1N=C(c2ccc(Cl)cc2)c2cc(Br)ccc2NC1=O (configuration not stated)	-2	2	0.1	-3	-7	-0.8	-1	1	7
C/C(=N\NC(=O)c1ccccc1O)c1c(O)n(Cc2ccccc2)c(=O)[nH]c1=O	-10	-34	0.4	-2	-25	2.7	5	-12	25
O=C(Cc1cccc(C(F)(F)F)c1)N1CCN(CC(=O)N2CCCC2)CC1	-4	1	-0.2	-2	-3	-0.4	4	-2	2
CC(=NCCN(C)C)c1c(O)n(Cc2ccccc2)c(=O)[nH]c1=O	4	1	-0.7	-10	-8	-0.6	3	/	-3
O=c1c([N+](=O)[O-])cn(O)cc1[N+](=O)[O-]	10	-22	0.3	-4	1	0.7	-3	1	-4
COc1cc(C(O)CN)ccc1O (configuration not stated)	1	-6	-0.8	-1	-11	-0.9	0	0	2
COc1c(C)cc(C(=O)C2CCCN(Cc3ccccn3)C2)cc1C (configuration not stated)	-15	10	-0.5	-2	-4	0.1	0	-1	-14
CCOC(=O)c1c(C)n(Cc2ccco2)c2ccc(O)cc12	-1	-6	-0.1	-4	7	0.1	-10	0	1
CCOC(=O)c1c(-n2c(C)cc(/C=C3\C(=O)NC(=O)N(C)C3=O)c2C)sc2c1CCCC2	1	-16	-0.5	-11	-11	0.8	-1	-13	0
C=C1C(=O)[C@@]23C[C@H]4[C@@H]5[C@@]6(C)CCC[C@@]57[C@@H]2[C@@H](O)[C@@H]1C[C@H]3[C@H]7N4C6	-14	-8	0.4	26*	-11	0.1	4	-6	-5
c1coc(CN2Cc3ccccc3-n3nncc3C2)c1	2	-1	-2.1	-12	-7	1.0	-15	6	-8
O=[N+]([O-])c1ccc(NCc2ccc(Cl)cc2)c2ccncc12	-10	2	-1.3	-1	-5	0.5	23	-2	73*
CCn1ccnc1CN1CCCC(C(=O)c2cc(F)ccc2OC)C1 (configuration not stated)	-8	-8	-0.5	-3	-4	-0.4	-5	-7	0
Cc1ccc(-c2cc(-c3ccc(C)cc3)[n+](C)o2)cc1	12	-6	0.9	-4	0	0.4	-7	-3	-5

Four of these compounds, reformatted.
Molecule | MLLE-PAM2 inh | CendR NRP1 mod | Tb MetRS inh | MsrA act | eLon inh | MsrA inh | SKN-1 block | MT1-MMP act inh | FAS TE block
O=C(Cc1cccc(C(F)(F)F)c1)N1CCN(CC(=O)N2CCCC2)CC1 | -4 | 1 | -0.2 | -2 | -3 | -0.4 | 4 | -2 | 2
CC(=NCCN(C)C)c1c(O)n(Cc2ccccc2)c(=O)[nH]c1=O | 4 | 1 | -0.7 | -10 | -8 | -0.6 | 3 | / | -3
O=c1c([N+](=O)[O-])cn(O)cc1[N+](=O)[O-] | 10 | -22 | 0.3 | -4 | 1 | 0.7 | -3 | 1 | -4
COc1cc(C(O)CN)ccc1O (configuration not stated) | 1 | -6 | -0.8 | -1 | -11 | -0.9 | 0 | 0 | 2

(further entries)
SMILES	MLLE-PAM2 inh	CendR NRP1 mod	Tb MetRS inh	MsrA act	eLon inh	MsrA inh	SKN-1 block	MT1-MMP act inh	FAS TE block
CCC(C)N1C(=O)NC(=O)C2(Cc3c(ccc4ccccc34)N(C)C2)C1=O (configuration not stated)	12	11	-0.4	-4	-10	0.0	5	-7	4
CC(C)=CCC12CN3CCN(CC(C3)C1=O)C2	3	3	0.0	-2	11	-0.6	9	0	-4
COc1ccc(C2SCC(=O)Nc3c2c(=O)[nH]n3C2CCCCCC2)cc1 (configuration not stated)	19	10	-0.4	-2	-4	-0.7	6	-3	-6
O=C1NC(=S)NC(=O)C12C(c1ccc(F)cc1)NC(=S)NC2c1ccc(F)cc1 (configuration not stated)	-3	-52	-0.5	-3	2	-1.1	9	0	-1
CCC(=Nc1ccccc1NC(C)=O)c1c(O)n(C)c(=O)n(C)c1=O	11	1	-0.3	-2	8	1.7	-1	1	-8
O=C1NC(=O)N(c2ccccc2F)C(=O)/C1=C/c1ccc(Sc2nc3ccccc3[nH]2)o1	-128	-205	-0.2	-6	-49	-0.1	92	9	-6
CC(=NCCN1CCCCC1)c1c(O)[nH]c(=O)[nH]c1=O	16	0	-1.5	-10	-2	1.3	-11	-6	-12
O=c1c2ccccc2nc(/C=C/c2ccc3c(c2)OCO3)n1-c1ccccc1	0	1	0.5	-2	-10	1.5	3	0	15
CC1=CP(=O)(Oc2ccc([N+](=O)[O-])cc2)CC1 (configuration not stated)	-10	-3	-0.1	-5	7	-0.5	15	-1	-8
Cn1cc(C(O)CN2CCCCC2)c2ccccc21 (configuration not stated)	12	0	-0.4	-3	-6	-0.8	0	-1	-2

Screening data (PubChem)
